Screening results: PubChem BioAssay, several laboratories
Vif inh: inhibitors of HIV Vif. HEK293T cells, Vif self-association by quenched fluorescence, imaging, 24 h. inhibition, % at 7.49 µM. 340,000 tested, 0.35% active. AID 602346; in the data active = inhibition above about 50%, passing the limit was not always enough; also: some results filed as inactive read as strong as hits
MITF TRPM1 inh: MITF TRPM1 promoter inhibition in SK-MEL-5 cells; inhibition, % at 12.5 µM; SK-MEL-5 TRPM1 promoter luciferase, 24 h; 330,000 tested, 0.83% active; AID 488899;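 active = mean inhibition across replicates of 60% or more, whatever share of single replicates reaches that level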; also: values of inactives mirror those of a sister screen read the other way
iPSC survival up: increases survival of single human iPS cells | hiPSC single-cell survival, ATPlite luminescence; 100% = ROCK inhibitor wells, 0% = DMSO | 360,000 tested, 0.044% active | AID 602274 | survival enhancement, % at 20 µM; in the data active = survival enhancement above about 18%;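 also: cells exposed to compounds for 16 hours before the ATP read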
NR2E3 ag-1: human photoreceptor-specific nuclear receptor agonism; 360,000 tested, 0.35% active; CHO-S Gal4-NCOR/VP16-NR2E3 two-hybrid, luciferase; AID 602229; inhibition of corepressor binding, % at 3.98 µM; Q9Y5X4;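 active = inhibition above the mean of all tested compounds plus 3 SD, cut at about 70% in these data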;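 also: 0% = DMSO with NR2E3 transfected cells and 100% = cells lacking NR2E3 construct; higher means lower luciferase signal from less NR2E3 corepressor binding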
Target sequence (Q9Y5X4 whole entry, looked up, the tested form may be a part): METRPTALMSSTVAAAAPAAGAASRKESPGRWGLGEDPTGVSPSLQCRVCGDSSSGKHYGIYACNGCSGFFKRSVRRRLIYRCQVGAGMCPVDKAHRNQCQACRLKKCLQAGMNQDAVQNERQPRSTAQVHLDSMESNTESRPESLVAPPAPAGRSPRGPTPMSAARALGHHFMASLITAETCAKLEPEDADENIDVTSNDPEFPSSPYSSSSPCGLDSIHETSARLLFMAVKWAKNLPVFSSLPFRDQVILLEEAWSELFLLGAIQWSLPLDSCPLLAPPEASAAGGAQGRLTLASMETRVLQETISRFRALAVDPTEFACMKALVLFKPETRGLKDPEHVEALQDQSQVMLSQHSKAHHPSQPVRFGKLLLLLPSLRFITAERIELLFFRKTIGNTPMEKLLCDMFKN
Exocytosis inh: lytic granule exocytosis inhibition. TALL-104 LAMP-1 surface exposure, flow cytometry; cells stimulated with thapsigargin and PMA. inhibition, % at 10 µM. 360,000 tested, 0.66% active. AID 651702;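 active = inhibition above about 55%, limit read from the data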
HIF-2a inh: blocks HIF-2a reporter activity; 786-0 RCC cells HIF-2a reporter, luciferase luminescence, overnight; inhibition, % at 18.8 µM; 360,000 tested, 0.72% active;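 active = inhibition of the luminescence signal of 40% or more relative to plate controls, in a single-dose primary screen at 18.75 µM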
CaV13 FRET inh: Primary screen for inhibitors of IQ motif and Ca2+-dependent inactivation inhibitor domain binding in CACNA1D, Förster resonance energy transfer in living cells, … | HEK cells, CFP/YFP FRET ICDI-IQ, plate reader, 10 min; percent FRET-ratio fall versus neutral wells | inhibition, % at 12.3 µM | 340,000 tested, 0.098% active | AID 743397;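 active = mean replicate inhibition of at least 30% and at least 1% of replicates passing that level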;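 also: 0% = median of the neutral control wells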
PDI inh: inhibitors of human protein disulfide isomerase; P07237; PDI insulin aggregation turbidity, A650, 90 min; inhibition, % at 10 µM; 350,000 tested, 0.052% active; AID 588391;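 active = mean inhibition across replicates of 30% or more, whatever share of single replicates reach that level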;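 also: absorbance from insulin aggregation driven by PDI reduction with DTT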
Target sequence (P07237 whole entry, looked up): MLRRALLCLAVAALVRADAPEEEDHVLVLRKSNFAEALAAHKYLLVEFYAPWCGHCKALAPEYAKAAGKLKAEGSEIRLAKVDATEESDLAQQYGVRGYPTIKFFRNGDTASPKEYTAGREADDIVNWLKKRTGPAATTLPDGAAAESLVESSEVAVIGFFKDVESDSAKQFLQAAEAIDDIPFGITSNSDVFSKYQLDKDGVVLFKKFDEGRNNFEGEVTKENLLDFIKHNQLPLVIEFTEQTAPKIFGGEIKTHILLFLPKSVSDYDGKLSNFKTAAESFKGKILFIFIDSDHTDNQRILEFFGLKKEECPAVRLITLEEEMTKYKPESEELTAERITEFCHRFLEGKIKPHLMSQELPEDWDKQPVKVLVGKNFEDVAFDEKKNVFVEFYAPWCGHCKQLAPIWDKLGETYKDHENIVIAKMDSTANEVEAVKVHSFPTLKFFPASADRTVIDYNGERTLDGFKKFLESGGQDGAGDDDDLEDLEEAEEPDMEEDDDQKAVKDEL
Peg3 prom inh: inhibitors of Peg3 promoter; HeLa PEG-Prom luciferase reporter, luminescence, overnight; inhibition, % at 20 µM; 360,000 tested, 1.7% active; AID 588405;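 active = inhibition of at least 50% at 20 µM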
aDG glyco act: increases alpha dystroglycan glycosylation; Pro5-aDG cells, alpha-DG glycosylation AlphaScreen (IIH6); 0% Pro5, 100% B10-LARGE cell signal; 360,000 tested, 0.22% active; AID 624168; activation, % at 10 µM;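 active = activation of at least 8% versus controls, or a plate z-score of at least 8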;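 also: Pro5 are CHO cells carrying HIG-tagged alpha-DG that lacks glycosylation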
NR2E3 ag-2: activates human photoreceptor nuclear receptor NR2E3; AID 2300; Q9Y5X4; GST-NR2E3/biotin-RetCOR TR-FRET, 1536-well; 320,000 tested, 0.12% active; inhibition of corepressor binding, % at 4.78 µM;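 active = percent inhibition above the cutoff of mean plus 3 SD of all tested compounds, set per screening campaign, cut at about 20% in these data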;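 also: 0% = DMSO wells and 100% = biotin wells as full block of FRET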
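System: GST-NR2E3 and biotin-RetCOR proteins; probe or stimulus: 7 nM biotin-RetCOR; doses: compound at 4.8 µM, single dose; schedule: Compound–protein incubation for 5 h at 4 °C; detection: time-resolved FRET; read-out: percent inhibition; controls: biotin wells as high control, 0.6% DMSO wells as low control; format: 1536-well plates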
* marks the source's active call; other numbers are inactive results; / = no result given; & = joins results of further samples.

The opening 12 entries (preview)
Every second line gives: Vif inh	MITF TRPM1 inh	iPSC survival up	NR2E3 ag-1	Exocytosis inh	HIF-2a inh	CaV13 FRET inh	PDI inh	Peg3 prom inh	aDG glyco act	NR2E3 ag-2
> CCN(CC)c1ccc(C(=O)NNC(=O)C2CSC3(C)CCC(=O)N23)cc1 (configuration not stated)
    1	-8	0.0	10	-2	0	-5	-6	2	0.0	3
> Cc1nc2ccc(C(=O)N/N=C/c3ccccc3O)cc2[nH]1
    1	-37	-0.5	-13	-19	-139	-4	2	-186	0.2	1
> O=C(CSc1nc2ccccc2[nH]1)NC1CCS(=O)(=O)C1 (configuration not stated)
    1	10	2.8	-16	12	5	/	2	10	-0.1	1
> CC(CC(=O)N1CCN(C(=O)c2ccccc2)CC1)c1ccccc1 (configuration not stated)
    -10	8	-0.5	10	3	8	-5	16	11	0.0	3
> N#C/C(=C\c1ccncc1)C(N)=O
    /	1	-0.1	-4	9	10	-4	7	-11	0.0	-2
> CCCCOc1ccc(Cl)cc1CSc1n[nH]c(C)n1
    -13	8	0.4	-31	-2	20	-2	1	6	0.1	0
> CC(=O)Nc1ccc(NC(=O)C(C)OC(=O)c2ccc(C)s2)cc1 (configuration not stated)
    2	9	-0.6	7	0	19	-6	-1	11	0.0	-1
> Cc1ccc(/C=C(\NC(=O)c2ccccc2)C(=O)NC(Cc2ccccc2)C(=O)O)cc1 (configuration not stated)
    -5	-6	-0.9	-12	3	2	-19	2	-85	0.0	3
> COc1ccc(NC(=O)CSc2nc3[nH]ncc3c(=O)[nH]2)cc1OC
    -4	4	-0.5	13	-2	-5	-6	2	0	-0.3	-3
> CCN1CCCC1CNCC(=O)Nc1ccc(OC(F)(F)F)cc1 (configuration not stated)
    6	4	-0.9	1	0	8	-7	4	6	0.1	-3
> CCC(C)(C)C1CCC(=NNS(=O)(=O)c2ccc(C)c([N+](=O)[O-])c2)CC1 (configuration not stated)
    -4	-7	-0.1	-7	0	21	-2	14	15	0.0	0
> CC(C)(CO)NC(=O)C(c1ccccc1)c1ccccc1
    4	-6	-2.9	9	-3	4	-11	0	24	-0.3	-3

This part in full, from the start:
Every second line gives: Vif inh	MITF TRPM1 inh	iPSC survival up	NR2E3 ag-1	Exocytosis inh	HIF-2a inh	CaV13 FRET inh	PDI inh	Peg3 prom inh	aDG glyco act	NR2E3 ag-2
> CCN(CC)c1ccc(C(=O)NNC(=O)C2CSC3(C)CCC(=O)N23)cc1 (configuration not stated)
    1	-8	0.0	10	-2	0	-5	-6	2	0.0	3
> Cc1nc2ccc(C(=O)N/N=C/c3ccccc3O)cc2[nH]1
    1	-37	-0.5	-13	-19	-139	-4	2	-186	0.2	1
> O=C(CSc1nc2ccccc2[nH]1)NC1CCS(=O)(=O)C1 (configuration not stated)
    1	10	2.8	-16	12	5	/	2	10	-0.1	1
> CC(CC(=O)N1CCN(C(=O)c2ccccc2)CC1)c1ccccc1 (configuration not stated)
    -10	8	-0.5	10	3	8	-5	16	11	0.0	3
> N#C/C(=C\c1ccncc1)C(N)=O
    /	1	-0.1	-4	9	10	-4	7	-11	0.0	-2
> CCCCOc1ccc(Cl)cc1CSc1n[nH]c(C)n1
    -13	8	0.4	-31	-2	20	-2	1	6	0.1	0
> CC(=O)Nc1ccc(NC(=O)C(C)OC(=O)c2ccc(C)s2)cc1 (configuration not stated)
    2	9	-0.6	7	0	19	-6	-1	11	0.0	-1
> Cc1ccc(/C=C(\NC(=O)c2ccccc2)C(=O)NC(Cc2ccccc2)C(=O)O)cc1 (configuration not stated)
    -5	-6	-0.9	-12	3	2	-19	2	-85	0.0	3
> COc1ccc(NC(=O)CSc2nc3[nH]ncc3c(=O)[nH]2)cc1OC
    -4	4	-0.5	13	-2	-5	-6	2	0	-0.3	-3
> CCN1CCCC1CNCC(=O)Nc1ccc(OC(F)(F)F)cc1 (configuration not stated)
    6	4	-0.9	1	0	8	-7	4	6	0.1	-3
> CCC(C)(C)C1CCC(=NNS(=O)(=O)c2ccc(C)c([N+](=O)[O-])c2)CC1 (configuration not stated)
    -4	-7	-0.1	-7	0	21	-2	14	15	0.0	0
> CC(C)(CO)NC(=O)C(c1ccccc1)c1ccccc1
    4	-6	-2.9	9	-3	4	-11	0	24	-0.3	-3
> CCCCN(C=O)c1c(CC)nc2c(OCc3ccccc3C)cccn12
    -7	/	0.0	-14	-1	6	-4	4	17	0.9	/
> c1ccc(Cn2ncc3c(N4CCCCC4)ncnc32)cc1
    -3	-16	-0.2	-23	1	-26	/	6	-21	0.5	1
> CCCCC(=O)Nc1nc2c(s1)COc1ccccc1-2
    -3	-21	4.5	-52	-1	-122	/	/	-102	0.8	1
> CC1CCN(c2nc3ccc(C(=O)NCCCN4CCCCC4C)cc3s2)CC1 (configuration not stated)
    9	/	0.3	-84	-2	-4	-7	10	-131	1.3	2
> COc1ccc(CC(=O)OCn2nnc3ccccc3c2=O)cc1OC
    -4	-6	-0.5	-21	0	4	-15	-17	7	0.0	1
> CCC(C)NC(=O)Cn1c(=O)n(CCCCCC(=O)Nc2ccccc2)c(=O)c2sccc21 (configuration not stated)
    4	3	-0.3	-15	-2	-51	-9	6	-36	-0.1	-3
> CNNC(=S)NC1CC2CC1C1C=CCC21 (configuration not stated)
    7	-10	-0.8	-9	-6	18	41*	3	8	-0.1	-3
> COc1cc(C(=O)Nc2cccc(C)n2)ccc1OCC(=O)N1CCOCC1
    -2	-5	0.1	13	-2	-26	-5	7	3	0.2	0

The last two records of the section above come first, to join the parts:
Every second line gives: Vif inh	MITF TRPM1 inh	iPSC survival up	NR2E3 ag-1	Exocytosis inh	HIF-2a inh	CaV13 FRET inh	PDI inh	Peg3 prom inh	aDG glyco act	NR2E3 ag-2
> CNNC(=S)NC1CC2CC1C1C=CCC21 (configuration not stated)
    7	-10	-0.8	-9	-6	18	41*	3	8	-0.1	-3
> COc1cc(C(=O)Nc2cccc(C)n2)ccc1OCC(=O)N1CCOCC1
    -2	-5	0.1	13	-2	-26	-5	7	3	0.2	0
> COc1ccc(NC(=O)CN2CCN(S(=O)(=O)c3ccc(C(C)C)cc3)CC2)cc1OC
    -4	-3	0.5	-14	5	7	0	4	16	0.2	4
> CCCCc1cc(=O)oc2cc(C)cc(O)c12
    -13	3	5.1	11	0	-140	/	4	-12	0.5	2
> CCN(C(=O)CN1C=NS(=O)(=O)c2ccccc21)c1ccccc1
    5	-7	0.5	-9	0	-2	-3	-9	-1	-0.2	1
> O=C(c1ccc(COc2ccccc2Cl)o1)N1CCN(Cc2ccc3c(c2)OCO3)CC1
    -7&-9	4&11	8.1&0.6	-26&10	-2&-3	21&6	-1&-2	10&-3	10&-15	0.2&-0.3	-2&1
> CC(NC(=O)c1cc(COc2ccccc2)on1)c1nccs1 (configuration not stated)
    -9	-96	0.4	-129	-12	-251	-2	-5	-375	0.1	-5
> COc1cccc(C(=O)Nc2ccncc2)c1OC
    -13	9	-0.1	14	-4	0	-4	5	9	0.0	-1
> Cc1ncc(CSCC(=O)Nc2cc(C(F)(F)F)ccc2Cl)c(CO)c1O
    4	6	0.0	-7	8	18	-5	-1	12	-0.2	-2
> O=C(Nc1ccccc1C(F)(F)F)c1cc(S(=O)(=O)N2CCC3(CC2)OCCO3)ccc1F
    1	2	-1.7	-4	-1	6	-7	17	23	0.8	3
> CCOC(=O)[C@@H]1[C@H]2COc3ccc(Br)cc3[C@H]2N2C(=O)N(c3cccc(F)c3)C(=O)[C@]12C
    1	-7	-1.2	-27	1	17	-5	7	13	0.5	0
> COc1cccc(CNc2nc3cc(-c4ccccc4C)sc3c(=O)n2C)c1
    -6	/	0.1	-35	11	-46	-5	2	9	0.5	/
> Cc1nn(-c2ccccc2)c(Cl)c1C(=O)NCCN(C)C
    9	-14	-0.7	-10	-1	20	-16	4	21	0.0	1
> COc1ccc(NC(=O)CSCC(=O)NCc2ccco2)cc1
    -3	8	0.0	-25	-2	10	-2	-6	-6	1.4	-4
> Clc1ccc(CSc2nccn2Cc2ccccc2)cc1
    -21	-10	-1.5	-26	50	-43	-4	-2	-22	0.8	3
> Cc1cccc(S(=O)(=O)c2c(N)n(-c3ccccc3)c3nc4ccccc4nc23)c1
    -14	1	-0.4	7	0	14	-3	0	23	0.3	-2
> Cc1c(Cl)c(C(F)(F)F)nn1CC(=O)NCc1ccco1
    -4	13	0.3	-18	-2	18	-4	7	6	-0.2	2
> COc1ccc(O)c(/C=N/NC(=S)Nc2cccc(S(=O)(=O)N(C)C)c2)c1
    -11	25	-1.0	-14	-4	-73	-12	-6	18	0.5	3
> COc1ccc(NS(=O)(=O)c2ccc(C)c(C(=O)NCc3ccccc3CN3CCCC3)c2)cc1
    9	/	-1.6	-1	-2	-4	-5	-7	1	0.2	/
> COc1ccc(C(C(=O)NC2CCCCC2)N(Cc2ccco2)C(=O)c2snc(C(N)=O)c2N)cc1 (configuration not stated)
    -11	13	0.5	-14	18	12	-7	14	58*	-0.3	/
> COc1ccc(S(=O)(=O)N2CCCCC2)cc1NCC(=O)Nc1ccc(C)cc1
    -3	3	-0.4	0	-4	12	-2	1	11	0.1	2
> CCN(CC)C(=O)[C@H]1CC(CC(=O)NCc2ccco2)C(=O)N2CCc3c([nH]c4ccccc34)[C@]12C (some centres not stated)
    /	5	2.8	-25	-3	4	-4	4	5	0.1	/
> C=CCC[C@@H](Cc1ccc(F)cc1)C(=O)OC[C@H](Cc1c[nH]c2ccccc12)NC(=O)[C@H](CC=C)CC(=O)N(CCO)Cc1ccccc1
    2	17	-1.8	6	28	-21	-3	-5	64*	0.1	/
> COc1ccc(C(=O)C2CCCN(C(=O)c3cccc(N4CCCC4=O)c3)C2)cc1OC (configuration not stated)
    1	-3	-0.2	-29	-2	13	-5	-15	12	-0.1	/
> CC(=O)c1cccc(-n2nnnc2SCC(=O)Nc2cccc(NC(=O)c3ccco3)c2)c1
    -7	-3	-1.4	7	-1	8	-2	-11	13	-0.3	0
> O=C(COC(=O)CNC(=O)C1CCCCC1)Nc1ccccc1OC(F)F
    1	4	-0.6	-15	10	14	-3	-24	14	-0.1	/
> COc1ccc(NCc2nnc(SCC#N)n2-c2ccccc2OC)cc1
    -1	2	-3.9	-9	-1	-36	-3	-1	3	-0.2	-1
> CS(=O)(=O)c1ccc2nc(NC(=O)CN3C(=O)C4CC=CCC4C3=O)sc2c1 (configuration not stated)
    4	-1	-0.1	-29	-9	14	0	-1	12	-0.3	-3
> O=C1C[C@H](c2ccc(O)cc2)Oc2cc(O[C@@H]3O[C@H](CO)[C@@H](O)[C@H](O)[C@H]3O)cc(O[C@@H]3O[C@H](CO)[C@@H](O)[C@H](O)[C@H]3O)c21
    -2	0	-2.7	-4	1	17	-5	39*	1	0.4	/
> CC(C)(NS(=O)(=O)OCC(Cl)(Cl)Cl)c1ccccc1
    0	6	-1.1	-29	-2	13	-4	-6	12	-0.1	-2
